Screening results: PubChem, several laboratories
Mtb UGM inh: inhibitors of M. tuberculosis UDP-galactopyranose mutase; P9WIQ1; purified UGM, fluorescence polarization probe displacement; hit rate 0.06% among 320,000; inhibition, % at 10 µM; in the data active = inhibition above about 10%, passing the limit was not always enough
Target sequence (P9WIQ1 whole entry, looked up): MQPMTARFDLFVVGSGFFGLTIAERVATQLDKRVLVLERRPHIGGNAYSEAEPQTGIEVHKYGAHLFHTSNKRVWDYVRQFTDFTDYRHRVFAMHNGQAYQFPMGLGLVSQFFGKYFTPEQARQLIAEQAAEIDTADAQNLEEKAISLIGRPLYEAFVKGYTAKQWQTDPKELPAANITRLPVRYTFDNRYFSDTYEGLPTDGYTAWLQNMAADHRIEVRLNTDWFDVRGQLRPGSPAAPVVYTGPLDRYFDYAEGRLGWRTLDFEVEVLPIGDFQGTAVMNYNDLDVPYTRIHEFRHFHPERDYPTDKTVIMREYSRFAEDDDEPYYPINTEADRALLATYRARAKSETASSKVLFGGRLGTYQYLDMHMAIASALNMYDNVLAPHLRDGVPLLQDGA
Mtb BioA inh: BioA (M. tuberculosis) enzyme inhibition. purified M. tuberculosis BioA enzyme, plate reader. hit rate 0.096% among 360,000. inhibition, % at 9.99 µM; in the data active = inhibition above about 40%
Y pestis TopoI: Y. pestis Topo-I inhibition via cleavage products. Y. pestis Topo-I cleavage product accumulation, plate reader. activity, % at 10 µM. hit rate 0.064% among 360,000. AID 504884; in the data active = activity above about 50%, passing the limit was not always enough; note: inactives centre near 2
FadD28 binding: inhibitors of Mycobacterium tuberculosis FadD28 bisubstrate binding; FadD28 bisubstrate probe binding, fluorescence polarization; inhibition, % at 12.5 µM; hit rate 0.22% among 360,000; AID 588549; in the data active = inhibition above about 8.5%, passing the limit was not always enough
PfHsp40 rescue: compounds rescuing yeast from Plasmodium falciparum HSP40 toxicity; S. cerevisiae expressing PfHsp40, growth rescue, ATP luminescence; hit rate 0.68% among 340,000; growth rescue, % at 12.5 µM; AID 504582; in the data active = growth rescue above about 28%, passing the limit was not always enough;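 note: yeast W303a lacking pdr1 and pdr3 grown in galactose medium; growth measured after three days at 30 °C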
TcdB inh: inhibitors of Clostridioides difficile toxin B glycohydrolase; inhibition, % at 9.99 µM; TcdB glycohydrolase enzymatic assay, plate reader; hit rate 0.24% among 350,000; in the data active = inhibition above about 10%
GDH-TPI inh: inhibits GDH-TPI coupling enzymes, artifact for Mtb FBA screen. GDH-TPI coupled enzyme counterscreen, NADH absorbance. inhibition, % at 4.8 µM. hit rate 1.2% among 360,000; in the data active = inhibition above about 30%;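 note: 0% = DMSO wells and 100% = wells lacking the enzyme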
Vc quorum ag: induces V. cholerae light production without autoinducers; V. cholerae BH1578 lux reporter, luminescence, 6 h; activation, % at 18.7 µM; hit rate 0.16% among 350,000; AID 588436; in the data active = activation mostly above about 9.7%, no sharp cut-off; note: not every result past the cut was called active; inactives centre near 0; reference of the scale not given here
Mtb FBA inh: inhibits M. tuberculosis FBA enzyme | P9WQA3 | inhibition, % at 1 µM | AID 588726 | hit rate 2.3% among 360,000 | purified M. tuberculosis FBA, fluorescence read-out; in the data active = inhibition above about 27%;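 note: 0% = vehicle and 100% = reference inhibitor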
Target sequence (P9WQA3 whole entry, looked up): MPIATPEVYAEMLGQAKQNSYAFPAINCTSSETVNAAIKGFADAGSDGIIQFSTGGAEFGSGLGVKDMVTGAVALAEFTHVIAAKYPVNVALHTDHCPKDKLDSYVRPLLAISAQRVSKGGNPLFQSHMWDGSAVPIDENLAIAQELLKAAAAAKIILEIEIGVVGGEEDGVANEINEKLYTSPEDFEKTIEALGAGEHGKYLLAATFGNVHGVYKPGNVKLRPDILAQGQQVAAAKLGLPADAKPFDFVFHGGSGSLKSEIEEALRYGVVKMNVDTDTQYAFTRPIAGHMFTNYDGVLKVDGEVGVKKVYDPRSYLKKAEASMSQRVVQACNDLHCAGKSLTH
Starred values were filed as active, the others as inactive; i = inactive; nt = not tested or not shown; + = active, no number; & = joins results of further samples; ! = a repeat was not active.

SMILES	Mtb UGM inh	Mtb BioA inh	Y pestis TopoI	FadD28 binding	PfHsp40 rescue	TcdB inh	GDH-TPI inh	Vc quorum ag	Mtb FBA inh
COc1ccc(C(O)c2nc(-c3ccc4c(c3)OCO4)cs2)cc1 (stereo unspecified)	nt	4.3	12	0.9	nt	1.4	7	i	0
CC(C)(C)c1ccc(NC(=O)CC2(C(F)(F)F)OCCO2)cc1	0.1	-1.8	-5	0.5	-2.4	nt	-2	i	-1
CN(CC(=O)Nc1cccc(F)c1)CC(=O)N(C)c1c(N)n(Cc2ccccc2)c(=O)[nH]c1=O	-0.4	1.4	-1	-0.9	-0.5	1.7	1	i	3
CC(C(=O)Nc1ccccc1-c1ccccc1)N(C)Cc1nc2ccccc2c(=O)[nH]1 (stereo unspecified)	4.3	1.4	28	-0.8	-0.3	0.9	4	0.9	-2
CCS(=O)(=O)Nc1ccc(-c2nnc(SCC(=O)c3cccc(OC)c3)o2)cc1	-3.5	-0.5	14	-1.6	0.0	nt	8	i	4
COC(=O)Cn1cnc2c1c(=O)n(C)c(=O)n2C	-1.8	-2.7	-6	-1.4	-1.4	nt	3	nt	1
O=C1CCCC/C=C\C[C@H](CC(=O)N(CCO)Cc2ccccc2)C(=O)NC[C@H](c2ccccc2)O1	-1.5	0.3	34	-0.9	2.2	-1.4	15	-0.7	1
O=C(NCCCn1ccnc1)/C(=C\c1ccco1)NC(=O)c1ccco1	-1.4	nt	1	0.0	-0.1	1.5	5	i	-2
COc1cc(OC)cc(C(=O)N2CCN(c3ccc(N4CCOCC4)nn3)CC2)c1	-0.6	1.7	-5	-0.8	0.3	2.5	12	i	28*
Cc1ccc(N2CC(C(=O)N3CCC(C(=O)Nc4cccc(Br)c4)CC3)CC2=O)cc1 (stereo unspecified)	5.4	0.9	0	-0.3	-1.7	1.1	10	i	-3
CC1CCN(C(=O)CCNS(=O)(=O)c2ccccc2)CC1	-3.5	-1.1	8	-1.7	-0.6	nt	13	-1.7	-2
COc1ccc(NC(=O)CC2Oc3ccccc3NC2=O)c(OC)c1 (stereo unspecified)	-2.9	-0.7	0	-2.0	-1.9	-0.3	-4	i	4

Arranged by molecular weight (smallest number first): part of the list above
SMILES	Mtb UGM inh	Mtb BioA inh	Y pestis TopoI	FadD28 binding	PfHsp40 rescue	TcdB inh	GDH-TPI inh	Vc quorum ag	Mtb FBA inh
COc1ccc(C(O)c2nc(-c3ccc4c(c3)OCO4)cs2)cc1 (stereo unspecified)	nt	4.3	12	0.9	nt	1.4	7	i	0
COc1ccc(NC(=O)CC2Oc3ccccc3NC2=O)c(OC)c1 (stereo unspecified)	-2.9	-0.7	0	-2.0	-1.9	-0.3	-4	i	4
O=C1CCCC/C=C\C[C@H](CC(=O)N(CCO)Cc2ccccc2)C(=O)NC[C@H](c2ccccc2)O1	-1.5	0.3	34	-0.9	2.2	-1.4	15	-0.7	1

Additional compounds:
SMILES	Mtb UGM inh	Mtb BioA inh	Y pestis TopoI	FadD28 binding	PfHsp40 rescue	TcdB inh	GDH-TPI inh	Vc quorum ag	Mtb FBA inh
CCOC(=O)Nc1ccc(C(=O)NCC2CCCO2)cc1 (stereo unspecified)	-2.4	-0.7	5	-0.2	1.4	nt	-9	7.1	3
CCC(=O)c1c[nH]c(C(=O)NCCc2ccccn2)c1	-1.4	1.1	3	-4.6	-0.7	nt	-13	i	1
C=CCN1C=C2C(=O)C(C)(OC(=O)CC)C(=O)C=C2C=C1CCCC (stereo unspecified)	0.3	0.5	6	-0.1	-0.7	-1.9	18	0.4	7
COc1cc(CCC(=O)OCC(=O)Nc2ccc(C)cc2Br)cc(OC)c1OC	-1.1	0.7	13	0.4	-0.9	1.3	-3	i	1
CC(=O)Nc1ccc(N(CC(=O)NC2CCCC2)C(=O)CCC(=O)Nc2cc(C)on2)cc1	-0.7	-1.7	-1	1.0	0.0	1.3	3	6.2	-1
CCOc1ccc(-n2c(Cc3cc(=O)[nH]c(=O)[nH]3)nnc2SCC(=O)NC2CCCC2)cc1	-1.6	-1.7	3	-2.4	-0.2	-9.1	-9	1.4	1
NS(=O)(=O)c1ccc(N2N=C(c3ccccc3)CC2c2cccc(F)c2)cc1 (stereo unspecified)	-1.1	0.0	11	-3.2	5.1	0.4	15	-0.3	+
Cc1ccc(-c2noc(CN(C(=O)Cc3ccccc3)C(C)C)n2)cc1	-1.5	nt	29	-2.6	6.3	nt	-3	-2.7	4
O=C(c1ccccc1F)N1CCN(S(=O)(=O)c2ccc(S(=O)(=O)N3CCCCCC3)cc2)CC1	-1.2	0.1	4	-1.4	1.2	-0.3	6	-0.6	3
Cc1ccccc1N(CC(=O)NC1CCCCC1)C(=O)CCC(=O)Nc1nccs1	0.7	-2.5	28	0.0	0.7	1.4	-3	-0.3	0
Cc1onc(-c2ccccc2)c1-c1n[nH]c(=S)n1-c1ccccc1	-0.2	-1.2	3	0.5	0.1	nt	-1	nt	1
CS(=O)(=O)c1ccc(Cl)c(NC(=O)COC(=O)CCc2c[nH]c3ccccc23)c1	0.7	0.6	7	-1.3	0.7	-0.5	12	-5.6	4
Cc1cc(C(=O)CSc2nnc(N)s2)c(C)n1Cc1ccco1	-2.6	nt	1	-1.7	-2.5	4.8	1	-0.2	-2
COc1cccc(-c2cc3nc(-c4ccccc4)cc(N4CCC5(CC4)OCCO5)n3n2)c1	-0.6	-1.7	3	-2.0	1.4	1.7	3	i	65*
CC(C)Oc1ccccc1/C=N/NC(=O)c1ccc(F)cc1	3.9	-0.9	-5	-1.2	20	nt	28	i	0
CNC(=O)c1cc2cc(Cc3ccccc3Cl)ccc2oc1=O	-2.2	1.9	8	-0.3	1.9	1.6	1	-0.2	6
Cc1occc1C(=O)N/N=C/C=C\c1ccccc1[N+](=O)[O-]	-0.7	nt	0	-1.5	-0.7	0.5	5	2.6	1
Cc1ccc(S(=O)(=O)NCc2ccc(C(=O)N3CCCC3)cc2)cc1	-1.6	-2.4	14	-2.9	-0.8	nt	12	-0.2	2
O=C1CC(NNC(=O)c2cccc(F)c2)C(=O)N1 (stereo unspecified)	0.3	nt	-1	-0.8	-0.5	-7.5	10	-0.3	1
COc1ccc(Br)c(C(=O)Nn2c(C)nc3ccccc3c2=O)c1	-0.6	-1.8	-8	-3.1	-0.8	nt	12	-1.8	-3
NC(=O)C1CCN(C(=O)c2ccc(Oc3ccccc3)cc2)CC1	2.0	-2.3	-2	-2.0	5.1	0.9	5	-4.2	1
COc1ccc([C@H]2C[C@@H](O)[C@H](n3cc(C4CC4)nn3)CN2CC2CCCCC2)cc1	nt	-2.3	1	-1.4	nt	1.1	8	-0.7	5
CCCCn1c(SCC(=O)N2CCCc3ccccc32)nc2c1c(=O)n(C)c(=O)n2C	3.7	-0.3	28	-0.5	1.0	1.5	18	i	1
O=C(Nc1ccc(S(=O)(=O)Nc2nccs2)cc1)c1cc(-c2ccncc2)nc2ccccc12	1.8	nt	-13	-0.5	0.9	-0.4	8	-2.2	-1
COC(=O)Nc1ccc(OCc2ccccc2)cc1	2.8	-0.7	4	-1.6	0.5	1.7	2	i	0
CCOc1ccc(S(=O)(=O)NCc2ccco2)c2ccccc12	1.7	0.3	-1	-1.9	1.2	5.3	11	-7.1	1
O=C(O)C1CC(Br)C(Br)CC1C(=O)O (stereo unspecified)	nt	-0.6	-4	-1.0	nt	4.2	3	-0.7	-4
O=C(OCCN1CCCC1)C1(c2ccccc2)CCCC1	nt	-0.3&0.5	-10	-5.6	50*!	nt	-6	-0.2&6.2	0
N#CC1=C(N)NC(SCC(=O)c2ccc(Cl)cc2)=C(C#N)C12CCCC2	-0.1	nt	-1	-2.0	2.7	1.0	22	0.9	1
C=CCC1NS(=O)(=O)OC(CCCC)C1O (stereo unspecified)	-1.2	7.4	-4	-0.3	0.5	1.1	3	-1.3	0
COc1cc2c(cc1OC)/C(=C/C(=O)c1ccc(F)cc1)NCC2	1.2	1.4	12	-1.3	0.9	-3.5	16	i	3
O=C(Nc1nc2c(F)cc(F)cc2s1)C1CC(=O)N(Cc2ccco2)C1 (stereo unspecified)	-1.4	0.3	4	-0.3	0.8	-7.1	11	0.0	3
C[C@@H]1CN([C@@H](C)CO)C(=O)CCCn2nncc2CO[C@H]1CN(C)S(=O)(=O)c1ccc(-n2cccn2)cc1	nt	-0.6&-0.6	0	-1.9	nt	0.1&-1.2	-18	-0.4	-1
COc1ccc(Nc2nnc(SCc3cc(=O)n4ccsc4n3)s2)cc1	-1.1	-1.4	-8	-0.9	0.3	nt	29	-1.0	6
CCOC(=O)C1=C(C)NC(C)=C(C(=O)OCC)C1C(=O)OCC(=O)N(C)C	3.9	0.2	0	-1.1	-0.4	2.4	11	-0.5	2
O=C(C[C@H]1C[C@H](C(=O)N2CCCCC2)[C@@]2(CCc3ccccc3)c3[nH]c4ccc(Cl)cc4c3CCN2C1=O)NCCCn1ccnc1	nt	0.9	14	-3.0	-0.5	1.0	-1	i	0
OCc1nn2c(c1Br)NC(c1ccccc1)CC2C(F)(F)F (stereo unspecified)	1.4	-2.1	-2	0.4	0.9	nt	6	-1.2	3
COc1ccc(NC(=O)c2cc3ccccn3n2)cc1	0.5	-0.6	5	-1.9	0.0	5.2	-1	-0.3	3
CCC1(CC)C(=O)C2=C3C1[C@H](C(=O)OC)C=C(C(=O)OC)C[C@H]3n1c(=O)n(C)c(=O)n1[C@H]2C (stereo partly specified)	-2.1	-2.9	0	-1.9	0.1	0.1	7	i	3
CC(=O)Nc1ccc(NC(=O)CN(c2ccc(C(C)C)cc2)S(=O)(=O)c2ccccc2)cc1	0.1	-2.1	19	-0.5	0.4	0.7	-2	-0.2	2
Cc1ccc(CNC(=O)c2c(-c3ccccc3)noc2C)cc1	-2.1	nt	-4	-1.3	1.5	1.5	0	i	2
C=CCN1C(=O)C2(OCCCO2)c2ccccc21	0.5	-1.0	-3	-2.3	0.8	0.6	3	-0.1	1
CCCCOc1ccc(-c2cn3ccccc3n2)cc1[N+](=O)[O-]	1.6	0.6	9	-7.0	0.7	2.1	13	i	-6
CC(C)(C)c1ccccc1NC(=O)c1ccco1	-2.6	0.4	-2	-2.3	1.1	nt	1	i	4
Cc1ccc(C(C)C)c(OCC(=O)Nc2cccc(S(=O)(=O)NC3=NCCCCC3)c2)c1	2.4	0.4	2	-2.9	1.0	-0.8	3	-0.4	2
CCn1cc(/C=C/C(=O)Nc2ccn(Cc3c(F)c(F)c(F)c(F)c3F)n2)cn1	-3.2	nt	-1	0.7	-0.5	-0.1	19	-0.3	6
O=C(CSc1nccn1-c1ccccc1)c1ccc(Br)cc1	-1.1	0.4	0	-0.2	0.9	nt	12	i	2
O=C1[C@H]2[C@@H](c3ccc(F)cc3)N3C(=O)N(c4cccc(F)c4)C(=O)[C@@]3(Cc3ccc(Cl)cc3)[C@H]2C(=O)N1C1CCCCC1	1.5	-0.6	1	-0.3	3.8	0.9	-2	-0.6	0
CC(C)N1CCC(NC(=O)Nc2ccc3c(c2)OCO3)CC1	-0.3	nt	0	-2.0	0.8	0.5	-3	-0.2	-2
CCN(CC(=O)Nc1c(F)cccc1F)C(=O)/C=C/c1ccc(S(=O)(=O)N2CCCCCC2)cc1	-0.6	nt	32	-2.2	-0.7	1.5	0	-0.3	2

4 of the compounds above, field by field:
CC(=O)Nc1ccc(NC(=O)CN(c2ccc(C(C)C)cc2)S(=O)(=O)c2ccccc2)cc1
  Mtb UGM inh: 0.1
  Mtb BioA inh: -2.1
  Y pestis TopoI: 19
  FadD28 binding: -0.5
  PfHsp40 rescue: 0.4
  TcdB inh: 0.7
  GDH-TPI inh: -2
  Vc quorum ag: -0.2
  Mtb FBA inh: 2
Cc1ccc(CNC(=O)c2c(-c3ccccc3)noc2C)cc1
  Mtb UGM inh: -2.1
  Mtb BioA inh: nt
  Y pestis TopoI: -4
  FadD28 binding: -1.3
  PfHsp40 rescue: 1.5
  TcdB inh: 1.5
  GDH-TPI inh: 0
  Vc quorum ag: i
  Mtb FBA inh: 2
C=CCN1C(=O)C2(OCCCO2)c2ccccc21
  Mtb UGM inh: 0.5
  Mtb BioA inh: -1.0
  Y pestis TopoI: -3
  FadD28 binding: -2.3
  PfHsp40 rescue: 0.8
  TcdB inh: 0.6
  GDH-TPI inh: 3
  Vc quorum ag: -0.1
  Mtb FBA inh: 1
CCCCOc1ccc(-c2cn3ccccc3n2)cc1[N+](=O)[O-]
  Mtb UGM inh: 1.6
  Mtb BioA inh: 0.6
  Y pestis TopoI: 9
  FadD28 binding: -7.0
  PfHsp40 rescue: 0.7
  TcdB inh: 2.1
  GDH-TPI inh: 13
  Vc quorum ag: i
  Mtb FBA inh: -6

No enrichment for hits. Share with any hit: about 4.6%.
